Screening data from PubChem BioAssay.
CCT modulator: High-Throughput Screening for Modulators of Cytosolic Chaperonin Activity; purified chaperonin ATPase assay, HTRF ADP detection, 30 min; activity change, % (no concentration beside the values), hits read low; 0.3% of 360,000 active; AID 651819, 2012; in the data active = activity change below about -30%; also: % is scaled to controls: 0 for no effect and ±100 for the full control effect
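Nucleotide hydrolysis assay: TRiC at 20–40 nM final (set by batch activity) with 10 uM ATP, 30 min at 37 °C, in presence of 76 uM compound. Detection by competitive ADP HTRF, 30 min ambient.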
PLK1 PBD block: qHTS for Inhibitors of PLK1-PDB (polo-like kinase 1 - polo-box domain): Primary Screen | Serine/threonine-protein kinase PLK1 (Homo sapiens), P53350 | Plk1 PBD binding of FITC phosphopeptide, fluorescence polarization | Potency, µM, for inactives: max response, negative = inhibition, most hits filed as inhibitors | 2.8% of 360,000 active | AID 720504, 2013; also: potency is read from the fitted curve at half-maximal effect; series mostly up to about 57 µM; % is scaled to controls: 0 for no effect and ±100 for the full control effect; nearly all actives have a fitted effect of over 65% in size
EPAC1 agonist: qHTS for Agonist of cAMP-regulated guanine nucleotide exchange factor 3 (EPAC1): primary screen. Rap guanine nucleotide exchange factor 3 (Homo sapiens), O95398. EPAC1 agonist qHTS, biochemical assay; response scale: 100% = response to 6.5 mM cAMP. Potency, µM (doses to about 154 µM), for the others: at the top dose activation, most hits filed as activators. 0.073% of 360,000 active. AID 720707, 2013; also: potency is read from the fitted curve at half-maximal effect; nearly all actives have a fitted effect of over 60% in size
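Read-out is the fluorescence drop as BODIPY-GDP leaves Rap1B (480 nm excitation, 540 nm emission), recorded every 5 minutes over 30 minutes. Reactions held 100 nM EPAC1, 250 nM Rap1B–BODIPY-GDP and 50 uM GDP, with 6.5 mM cAMP setting full activation.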
WRN helicase inh: qHTS for Inhibitors of WRN Helicase. WRN helicase unwinding, fluorescent forked duplex, kinetic. Potency, µM (series often up to 114 µM), for the others: at the top dose activity change, negative = inhibition, most hits filed as inhibitors. 0.46% of 360,000 active. Bifunctional 3'-5' exonuclease/ATP-dependent helicase WRN (Homo sapiens), Q14191; also: potency is read from the fitted curve at half-maximal effect; % is scaled to controls: 0 for no effect and ±100 for the full control effect; nearly all actives have a fitted effect of over 55% in size
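Kinetic fluorescence helicase assay: unwinding of a quenched forked DNA duplex (100 nM final) with 2 mM ATP final raises red fluorescence (525/598 nm). Compounds sat 15 min at room temperature with 20 nM WRN beforehand.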
PI5P4K alpha inh: qHTS for Inhibitors of phosphatidylinositol 5-phosphate 4-kinase (PI5P4K). Phosphatidylinositol 5-phosphate 4-kinase type-2 alpha (Homo sapiens), P48426. PI5P4Kalpha enzyme, ADP-Glo luminescence, 60 min; hits give low values. max response, %. 1.2% of 330,000 active; active = max response of -50% or lower; inconclusive = between -30% and -50%; inactive = -30% or higher; also: value at the top dose of about 77 µM; % is scaled to controls: 0 for no effect and ±100 for the full control effect
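Single end-point luminescence (ADP-Glo) quantified ADP from PI5P4Kalpha turnover; ATP 5 microM final, 1 h at RT, 0.1% CHAPS and 0.28 mM EGTA in HEPES pH 7.4.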
EPAC2 agonist: qHTS for Agonist of cAMP-regulated guanine nucleotide exchange factor 4 (EPAC2): primary screen; Rap guanine nucleotide exchange factor 4 (Homo sapiens), Q8WZA2; AID 720711, 2013; EPAC2 activation, biochemical qHTS; response scale: 100% = 6.5 mM cAMP response; Potency, µM (highest dose often 154 µM), without a hit: at the top dose activation, most hits filed as activators; 0.079% of 360,000 active; also: potency is read from the fitted curve at half-maximal effect; nearly all actives have a fitted effect of over 50% in size
Target sequence (Q8WZA2 whole entry, looked up): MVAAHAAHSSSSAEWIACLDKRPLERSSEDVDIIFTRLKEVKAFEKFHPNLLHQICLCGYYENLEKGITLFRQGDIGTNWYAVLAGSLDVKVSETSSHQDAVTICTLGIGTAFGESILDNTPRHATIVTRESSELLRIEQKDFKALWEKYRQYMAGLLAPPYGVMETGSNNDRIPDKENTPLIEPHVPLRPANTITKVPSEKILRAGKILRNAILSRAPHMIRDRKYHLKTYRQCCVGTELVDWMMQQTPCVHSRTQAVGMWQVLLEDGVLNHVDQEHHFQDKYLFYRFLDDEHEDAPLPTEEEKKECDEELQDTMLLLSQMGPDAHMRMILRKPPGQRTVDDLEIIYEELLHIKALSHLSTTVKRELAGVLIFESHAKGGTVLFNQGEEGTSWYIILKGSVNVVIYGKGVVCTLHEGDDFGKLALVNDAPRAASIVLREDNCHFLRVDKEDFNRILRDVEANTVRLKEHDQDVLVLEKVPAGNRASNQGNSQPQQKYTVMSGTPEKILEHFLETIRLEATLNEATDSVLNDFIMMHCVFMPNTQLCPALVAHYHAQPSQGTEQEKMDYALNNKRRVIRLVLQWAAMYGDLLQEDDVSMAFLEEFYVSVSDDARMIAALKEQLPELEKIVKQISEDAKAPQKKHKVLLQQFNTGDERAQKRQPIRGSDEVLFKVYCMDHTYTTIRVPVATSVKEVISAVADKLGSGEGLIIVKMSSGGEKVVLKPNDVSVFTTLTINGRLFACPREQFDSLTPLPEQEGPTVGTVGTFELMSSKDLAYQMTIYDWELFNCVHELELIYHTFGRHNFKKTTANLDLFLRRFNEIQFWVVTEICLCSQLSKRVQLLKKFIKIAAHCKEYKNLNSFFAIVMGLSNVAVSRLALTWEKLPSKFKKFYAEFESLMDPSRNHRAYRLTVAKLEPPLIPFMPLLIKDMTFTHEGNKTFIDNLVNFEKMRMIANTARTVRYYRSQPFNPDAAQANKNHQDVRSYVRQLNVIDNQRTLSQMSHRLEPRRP
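Fluorescence exchange assay: 100 nM EPAC2 with 250 nM RAP1B-BODIPY-GDP and 50 uM GDP; compounds tested as a concentration-titration series (qHTS). Loss of Rap1-bound BODIPY-GDP fluorescence read at 480/540 nm; data normalized to 6.5 mM cAMP.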
EPAC1 antagonist: qHTS for Antagonist of cAMP-regulated guanine nucleotide exchange factor 3 (EPAC1): primary screen; Rap guanine nucleotide exchange factor 3 (Homo sapiens), O95398; EPAC1 GEF assay, Rap1b-BODIPY-GDP exchange fluorescence; Potency, µM (titrated, usually from 115 µM), for inactives: at the highest dose activity change, negative = inhibition, actives largely listed as inhibitors; 0.14% of 360,000 active; AID 720709, 2013;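 also: potency is read from the fitted curve at half-maximal effect; plate controls were vehicle for no effect and positive control for full effect; nearly all actives have a fitted effect of over 50% in size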
IL-2 act: qHTS of IL-2 Activators; IL-2 activation reporter assay, cell-based qHTS; stimulated with anti-CD3/CD4/CD28 beads; in transgenic mouse T cells; activation, % (series mostly up to about 46 µM); 0.065% of 360,000 active; AID 652025, 2013; in the data active = activation above about 50%; inconclusive = mostly about 30% to 49%; also: 0% is about no effect
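Readout: EGFP and DsRed signals by fluorescent plate cytometry. Unstimulated transgenic mouse T cells received compound 60 min before antibody-bead stimulation, then incubated 18 h at 37 degrees C.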
An asterisk follows results filed as active; ? = inconclusive; / = not tested or not shown; [ ] = another dose, or the depositor's remark. Unless noted, calls follow the shape of the dose curve; as a rule, active = well fitted curve in the direction sought with a large enough effect; inconclusive = small, poorly fitted or top-dose-only effect, or another doubt; inactive = no such curve, though single readings can be large; an effect the other way counts as inactive or inconclusive. A portion of the library. The share of hits here may be higher or lower than overall.

SMILES	CCT modulator	PLK1 PBD block	EPAC1 agonist	WRN helicase inh	PI5P4K alpha inh	EPAC2 agonist	EPAC1 antagonist	IL-2 act
COc1ccccc1C(=O)N(Cc1ccc(Cl)cc1)C1CCS(=O)(=O)C1 (stereo not drawn)	-1.4	2%	-15%	6%	-9	-9%	4%	0.6
COC(=O)[C@@]1(Cc2ccc(F)cc2)[C@H]2c3cc(C(=O)N4CCCC4)n(CCN4CCNC4=O)c3C[C@H]2CN1C(=O)c1ccccc1	1.2	-10%	1%	-3%	1	3%	-13%	-1.1
Cc1cc(C)nc(N/N=C/C2=C(O)CC(c3ccc(F)cc3)CC2=O)n1 (stereo not drawn)	-1.8	-5%	-3%	-10%	-2	4%	-7%	0.3
O=S(=O)(NN=C1CCCCCC1)c1ccccc1	-0.9	7%	-6%	5%	3	-4%	0%	-1.1
CC(NS(=O)(=O)c1ccc(Cl)c(Cl)c1)C(=O)OCC(=O)N1CCCCCC1 (stereo not drawn)	1.6	-6%	8%	-24%	1	24%	-26%	-1.7
CCc1ccccc1N(CC(=O)Nc1cccc(N(C)S(C)(=O)=O)c1)S(C)(=O)=O	-1.2	3%	9%	-10%	/	8%	1%	0.1
COC(=O)c1ccccc1NC(=O)NC1CCCC1	-3.6	3%	-6%	6%	-3	2%	18%	4.6
O=C(CSc1nnc(CNC(=O)c2cccs2)o1)NCc1ccc(F)cc1	-2.9	-8%	-1%	2%	-1	7%	-7%	0.6
COc1ccc(CCNC2CC(=O)N(CCc3ccccc3)C2=O)cc1 (stereo not drawn)	-1.4	-4%	6%	-8%	/	11%	-2%	-0.9
CC1(C)CC(N2CCN(CCO)CC2)=CC(=S)N1	-2.8	2%	-13%	11%	-6	5%	-11%	-3.1
COc1cccc(NC(=O)Nc2ccc3c(c2)CCC3)c1	1.6	-5%	-4%	-3%	6	14%	-23%	1.9
O=S(=O)(NCCc1c[nH]c2ccccc12)c1ccccc1	-0.2	3%	-2%	-3%	-6	5%	-3%	-1.3
C[C@H](CO)N1C[C@H](C)[C@@H](CN(C)C)Oc2c(NC(=O)CCC(F)(F)F)cccc2C1=O	1.0	-3%	-15%	0%	-11	-1%	-18%	0.6
CCOC(=O)C1(Cc2ccc(OC)cc2)CCN(C(=O)[C@@H]2CCCN2C(C)=O)CC1	0.2	5%	3%	6%	1	2%	-3%	-1.7
CCc1ccc(C(=O)C(C)OC(=O)c2cccc(S(=O)(=O)N3CCOCC3)c2)cc1 (stereo not drawn)	0.9	1%	3%	-15%	11	14%	-15%	-0.5
COc1ccccc1CNC(=O)c1cc(C(=O)CC(C)C)c[nH]1	-4.8	1%	6%	-3%	-1	-10%	-12%	1.5
C=CCNC(=O)N1CCC(n2nccc2NC(=O)CCCc2ccccc2)CC1	-0.4	-18%	1%	-4%	1	4%	?	-0.2
O=C(OCC(=O)c1ccc[nH]1)c1ccc(Cl)nc1	0.1	0%	6%	-2%	-7	3%	-14%	0.7
COC(=O)c1ccc(NS(=O)(=O)c2cc(C)ccc2OC)cc1	0.6	-2%	0%	4%	2	-6%	-1%	0.4
Cc1ccc(N2C(=O)CC(n3ccnc3)C2=O)cc1C (stereo not drawn)	1.7	-17%	1%	4%	-2	4%	-10%	0.1
CSCCC(NC(=O)c1ccccc1Cl)C(=O)NNC(=O)c1ccccc1O (stereo not drawn)	-0.8	-4%	1%	-13%	1	1%	9%	-2.8
COc1cccc(NC(=O)Cn2cc(C=O)c3ccccc32)c1	1.1	1%	-1%	-4%	1	1%	-5%	-0.9
COc1cccc(CN2CC(C(=O)N3CCCO3)CCC2=O)c1 (stereo not drawn)	0.2	-2%	3%	8%	-1	-5%	-10%	-3.4
Nc1ncnc2nc(SCC(=O)N3CCN(c4ccccc4)CC3)[nH]c12	-1.0	-9%	4%	4%	/	4%	-4%	-0.2
CCOC(=O)CCc1nc2ccccc2[nH]1	-0.5	-7%	4%	-8%	/	8%	7%	-0.5
Next records.
SMILES	CCT modulator	PLK1 PBD block	EPAC1 agonist	WRN helicase inh	PI5P4K alpha inh	EPAC2 agonist	EPAC1 antagonist	IL-2 act
CC(C)(C)C(=O)Cn1c(=O)n(-c2ccc(F)cc2F)c(=O)c2sccc21	-2.6	-6%	3%	-5%	1	3%	3%	1.1
Cc1ccc(CN=C(Nc2ccccc2)NC2CCCCC2)cc1	-1.3	-10%	-6%	7%	-4	-5%	5%	3.3
CCCC(C)NC(=O)c1ccc(F)cc1 (stereo not drawn)	3.0	1%	-1%	8%	-2	-3%	14%	0.4
CC(=O)c1ccc(NC(=S)NCCc2cccc(Cl)c2)cc1	0.7	-13%	9%	-8%	4	16%	-24%	-0.4
COc1cc(C(=O)Nc2nc(-c3cccs3)cs2)cc(OC)c1OC	0.3	-11%	?	-11%	/	19%	-15%	-2.2
COc1ccc(OC)c(C2CC(c3c(-c4ccccc4)c4cc(Cl)ccc4[nH]c3=O)=NN2S(C)(=O)=O)c1 (stereo not drawn)	-11	12%	-4%	15%	-7	-13%	6%	3.8
Cn1cc(C(=O)NCc2ccc(Cl)cc2)c(=O)c2cc(S(=O)(=O)N3CCOCC3)ccc21	0.3	-4%	-16%	9%	4	26%	-14%	-4.1
CN(C(=O)c1ccc(NC(=O)C2CCCN(C(=O)OC(C)(C)C)C2)cc1)C1CCCC1 (stereo not drawn)	0.8	-7%	0%	2%	4	-4%	-6%	-2.8
CSc1nncc(/C(C)=N\Nc2cccc(C)c2)n1	2.8	-11%	6%	-5%	7	3%	23%	0.5
CN(C)S(=O)(=O)N(CC(=O)NCCSCc1ccccc1)c1ccccc1	-1.4	-14%	8%	-12%[11.6 µM]	?	2%	-22%	1.1
O=[N+]([O-])c1ccc2nn(Cc3ccccc3)cc2c1	-3.9	-6%	5%	-9%	-2	5%	0%	0.8
CC(=O)c1ccc(-n2nnnc2SCC(=O)Nc2sc(C)c(C)c2C#N)cc1	-1.8	-23%	3%	3%	-6	-2%	-22%	-2.2
Cc1cc2oc(C(=O)Nc3c(C)n(C)n(-c4ccccc4)c3=O)c(C)c2cc1C	0.0	2%	-8%	2%	2	10%	9%	0.4
CC(=O)Nc1ccc(S(=O)(=O)N2CCC(=O)Nc3ccccc32)cc1	-0.1	1%	3%	5%	-1	2%	10%	-0.8
COc1cccc(C(C(=O)NC(C)(C)C)N(C(=O)CCC(=O)Nc2cc(C)on2)C(C)C)c1OC (stereo not drawn)	1.0	-10%	13%	1%	2	3%	-17%	-1.6
CCc1nc2ccc(C(=O)NCc3cccs3)cn2c1N(CC)CCN(C)C	0.9	-6%	-1%	4%	4	11%	4%	0.4
CCOc1ccc(N2CC(C(=O)Nc3ccccc3C(=O)NC3CC3)CC2=O)cc1 (stereo not drawn)	-0.6	-6%	-4%	-1%	10	6%	-2%	1.1
O=C(Nc1cc(Cl)ccc1N1CCOCC1)c1cccnc1	-3.4	-4%	1%	-1%	-1	-1%	-15%	-1.5
O=C(NCCN1CCOCC1)c1cc(S(=O)(=O)NCCCN2CCCC2=O)ccc1Cl	0.9	-6%	3%	2%	6	-2%	-7%	3.9
COc1ccccc1C(=O)N(C)CC(=O)Nc1ccc(N2CCOCC2)cc1	2.6	-7%	15%	7%	4	14%	2%	-0.8
COc1ccc(N(C(=O)c2snc(C(N)=O)c2N)C(CC(C)C)C(=O)NCC2CCCO2)cc1 (stereo not drawn)	-2.3	1%	-3%	-2%	0	2%	5%	-0.6
COc1cccc(COC(=O)c2c(C)nn(-c3ccccc3)c2Cl)c1OC	-0.2	-1%	-4%	-10%	-1	6%	3%	-3.8
CCCCCn1c(N2CCOCC2)nc2c1c(=O)n(CC(N)=O)c(=O)n2C	-0.7	-5%	3%	1%	-4	4%	1%	-1.9
Cc1cccc(N2CCN(C(=O)CSCc3c(C)noc3C)CC2)c1C	-0.6	-1%	0%	0%	0	1%	3%	-0.6
COc1cccc2cc(C(=O)NNC(=O)c3ccc(Br)cc3)c(=O)oc12	-6.9	-27%	-4%	-9%	-12	6%	-16%	-0.7

An excerpt from above in order of their number in IL-2 act, low to high:
SMILES | IL-2 act
O=C(Nc1cc(Cl)ccc1N1CCOCC1)c1cccnc1 | -1.5
COC(=O)[C@@]1(Cc2ccc(F)cc2)[C@H]2c3cc(C(=O)N4CCCC4)n(CCN4CCNC4=O)c3C[C@H]2CN1C(=O)c1ccccc1 | -1.1
CN(C)S(=O)(=O)N(CC(=O)NCCSCc1ccccc1)c1ccccc1 | 1.1

New compounds follow.
SMILES	CCT modulator	PLK1 PBD block	EPAC1 agonist	WRN helicase inh	PI5P4K alpha inh	EPAC2 agonist	EPAC1 antagonist	IL-2 act
CCOCCc1nn2c(=O)cc(CSCC(=O)Nc3ccccc3)nc2s1	-0.6	0%	11%	3%	6	7%	-3%	0.8
O=C(NC1=NCCS1)c1ccc(Cl)c(Cl)c1	0.7	-9%	-2%	-2%	0	2%	-2%	-2.5
Cc1ccc(S(=O)(=O)NCC(=O)OCC(=O)Nc2cccc(S(=O)(=O)NC3=NCCCCC3)c2)cc1	2.4	2%	3%	-14%	2	5%	5%	0.0
O=C(COC(=O)Cn1cnc2ccccc2c1=O)Nc1ccc(Cl)cc1	-1.3	2%	-7%	5%	2	6%	24%	1.4
CC(=O)N1CCc2cc(Br)cc(S(=O)(=O)N3CCC(C(=O)O)CC3)c21	-1.1	-23%	-1%	-5%[11.6 µM]	-16	15%	-7%	-1.1
Cc1c(NC(=O)c2ccc(COc3ccc4ccccc4c3)o2)c(=O)n(-c2ccccc2)n1C	-1.4	-14%	14%	-3%	-4	0%	-8%	-0.2
Cc1cccn2cc(-c3cccc(S(=O)(=O)N4CC(C)OC(C)C4)c3)nc12 (stereo not drawn)	1.0	-7%	4%	-3%	3	17%	-28%	-0.2
CCOc1cc(/C=N/NC(=O)c2ccc3c(c2)OCCO3)cc(Br)c1O	-3.5	-16%	-5%	-22%	-11	9%	71µM*	-2.2
Cc1nc([N+](=O)[O-])c(Br)n1Cc1ccccc1	-1.4	?	-3%	-6%	1	7%	-27%	-0.2
